From PubChem BioAssay
C diff growth: blocks growth of Clostridium difficile. Clostridium difficile clinical isolate growth, OD600, 24 h; active compounds read low. growth activity, negative = inhibition, % at 16 µg/mL (by protocol). 86,000 tested, 0.25% active. AID 1259249;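 active = mean growth activity at or below -80% and every replicate also at or below -80%; inconclusive = mean at or below -80% but some replicate above -80%; inactive = mean growth activity above -80%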;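 note: 0% = DMSO wells and -100% = levofloxacin 16 µg/mL wells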
Pf Dd2 inh: inhibitors of Plasmodium falciparum Dd2 growth; P. falciparum Dd2 growth, SYBR Green, 72 h; active compounds read low; activity change, % at 10 µM; 94,000 tested, 2.3% active; AID 1159554; in the data active = activity change below about -80%; inconclusive = no clear call, values can overlap the other calls
Tcruzi prolif: blocks T. cruzi growth in NIH3T3 culture; inhibition, % at 8.34 µM; T. cruzi beta-gal in NIH3T3, GalScreen luminescence, 90 h; 77,000 tested, 5.9% active; AID 624255;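 active = mean inhibition above about 93%, with at least 55% of replicates each passing it, limit read from the data, passing the limit was not always enough; inconclusive = only one of those two conditions holds; inactive = neither condition holds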
GASC1 inh: blocks human GASC-1 (KDM4C) demethylase activity | Q9H3R0 | AID 720574 | 96,000 tested, 0.15% active | inhibition, % at 12.5 µM | GST-KDM4C 2-372, H3K9me3 peptide, LANCE TR-FRET;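 active = mean replicate inhibition above about 25%, with at least 55% of replicates also reaching it, limit read from the data, passing the limit was not always enough; inconclusive = only one of those two conditions met; inactive = neither condition met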
Target sequence (Q9H3R0 2-372 limits assumed): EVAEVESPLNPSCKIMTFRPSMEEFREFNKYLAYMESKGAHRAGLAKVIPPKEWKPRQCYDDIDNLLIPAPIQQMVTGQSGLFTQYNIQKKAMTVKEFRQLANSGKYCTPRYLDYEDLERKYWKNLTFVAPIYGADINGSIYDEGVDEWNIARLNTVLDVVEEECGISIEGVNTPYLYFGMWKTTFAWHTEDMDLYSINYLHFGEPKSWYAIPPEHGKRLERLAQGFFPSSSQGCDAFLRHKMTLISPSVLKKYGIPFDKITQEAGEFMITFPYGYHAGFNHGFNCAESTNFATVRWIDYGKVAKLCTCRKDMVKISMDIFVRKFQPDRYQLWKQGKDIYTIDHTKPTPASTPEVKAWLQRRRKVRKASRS
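Material: N-terminal GST-fused human GASC-1 (KDM4C) fragment, residues 2-372. Input: 10 nM enzyme. Incubation: enzyme reaction 30 min, then detection 60 min, both room temperature. Doses: one test concentration per compound. Read-out basis: inhibition from TR-FRET ratio decrease. Detection: LANCE TR-FRET, excitation 340 nm, emissions 618 and 671 nm.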
Starred values were filed as active, the others as inactive; ? = inconclusive; · = no result given; & = joins results of further samples.

1: N#C[C@H]1[C@@H](c2ccccc2)[C@H](CO)N1C(=O)c1cc(Cl)cc(Cl)c1
2: CNC(=O)C[C@@H]1CC[C@H]2[C@@H](COC[C@H](O)CN2C(=O)c2ccc3c(c2)OCO3)O1
3: C[C@H](CO)N1C[C@H](C)[C@H](CN(C)S(=O)(=O)c2ccc(F)cc2)OCc2cnnn2CCCC1=O
4: COc1cccc(S(=O)(=O)Nc2ccc3c(c2)[C@@H]2C[C@@H](CC(=O)NC4CCCCC4)O[C@@H](CO)[C@@H]2O3)c1
5: CCNC(=O)C[C@H]1CC[C@@H]2[C@@H](COc3ccc(NC(=O)Nc4c(C)noc4C)cc3C(=O)N2C)O1
6: CC(=O)N1[C@@H]2CN(S(=O)(=O)c3ccccc3C)c3ccccc3[C@@H]2[C@@H]1CO
assay / compound,1,2,3,4,5,6
C diff growth,11,1&-3,-2,-8,0,2
Pf Dd2 inh,23,11,-6&11,-20,11,4
Tcruzi prolif,?,·,-30&19,-1,-12,0
GASC1 inh,-1.6,1.7,0.2,1.3,3.9,1.5

7: Cc1ccc(-c2ccc3c(c2)O[C@@H](CN(C)C(=O)Nc2ccccc2)[C@H](C)CN([C@H](C)CO)S3(=O)=O)cc1
8: CNC[C@H]1Oc2ccc(NC(=O)C3CC3)cc2C(=O)N([C@@H](C)CO)C[C@H]1C
9: CN(C)C(=O)C[C@@H]1CC[C@@H](NC(=O)c2ccc(F)cc2)[C@@H](CO)O1
10: COC(=O)C[C@@H]1CC[C@H]2[C@@H](COc3ccc(NC(=O)c4ccccc4F)cc3C(=O)N2C)O1
11: O=C(Cc1ccncc1)Nc1ccc2c(c1)[C@@H]1C[C@@H](CC(=O)N3CCc4ccccc4C3)O[C@@H](CO)[C@@H]1O2
12: CC(C)NC(=O)Nc1ccc2c(c1)C(=O)N([C@@H](C)CO)C[C@@H](C)[C@@H](CN(C)C(=O)c1ccccc1)OCCCC[C@@H](C)O2
assay / compound,7,8,9,10,11,12
C diff growth,-2,0,·,7,7,1
Pf Dd2 inh,-36,34,8,·,-58,-16
Tcruzi prolif,·,-26,43,-48,-10,37
GASC1 inh,-1.2,0.5,-0.3,-0.3,0.8,1.3

13: O=C(NCC[C@@H]1CC[C@H](NC(=O)C2CC2)[C@@H](CO)O1)c1ccc(F)cc1
14: Cc1noc(C)c1NC(=O)N(C)C[C@@H]1Oc2ccc(NC(=O)Cc3cn(C)c4ccccc34)cc2CC(=O)N([C@@H](C)CO)C[C@@H]1C
15: C[C@@H]1CN([C@@H](C)CO)C(=O)c2cc(C#Cc3ccccc3F)cnc2O[C@H]1CN(C)C(=O)c1ccc2c(c1)OCO2
16: O=C(C1CCCCC1)N1CC2(C1)[C@H](c1ccccc1)[C@@H](CO)N2Cc1nccs1
17: C[C@H](CO)N1C[C@H](C)[C@@H](CN(C)C(=O)Nc2ccc(F)cc2)Oc2ccc(NC(=O)CCN3CCOCC3)cc2C1=O
18: O=C(NCc1ccccc1F)[C@@H]1[C@@H](CO)[C@@H]2Cn3c(cccc3=O)[C@@H]2N1C(=O)CC1CC1
assay / compound,13,14,15,16,17,18
C diff growth,0,-8,1,-4,3,-2
Pf Dd2 inh,·,-14,-74,-50,14,6
Tcruzi prolif,·,-56,43,·,0,27
GASC1 inh,-0.6,1.9,-0.5,-0.1,-0.5,0.4

19: Cc1noc(C)c1NC(=O)N(C)C[C@H]1Oc2ccc(NC(=O)Nc3cccc4ccccc34)cc2C(=O)N([C@@H](C)CO)C[C@H]1C
20: O=C(C[C@H]1C=C[C@@H](NC(=O)c2ccccc2)[C@@H](CO)O1)Nc1ccc(-c2ccccc2)cc1
21: C[C@H]1CN([C@@H](C)CO)C(=O)c2cccc(NC(=O)Nc3ccc(C(F)(F)F)cc3)c2O[C@@H]1CN(C)Cc1ccc(-c2ccccc2)cc1
22: Cc1ccc(S(=O)(=O)N(C)C[C@H]2Oc3ccc(NC(=O)Nc4ccc(F)cc4)cc3CC(=O)N([C@H](C)CO)C[C@@H]2C)cc1
23: CN1C(=O)c2cc(NC(=O)C3CCC3)ccc2OC[C@@H]2O[C@H](CC(=O)NCc3ccccc3F)CC[C@@H]21
24: C[C@H](CO)N1C[C@H](C)[C@@H](CN(C)C(=O)Cc2ccccc2)OCCCC[C@H](C)Oc2ccc(NC(=O)CCC(F)(F)F)cc2C1=O
assay / compound,19,20,21,22,23,24
C diff growth,-5,14,12,-10,-1,0
Pf Dd2 inh,23,-9,-20,-34,-11,-5
Tcruzi prolif,7,62,86,-129,·,22
GASC1 inh,-0.7,-0.9,-0.2,-0.7,-1.3,1.1

25: O=C(NCC[C@@H]1CC[C@H](NC(=O)C2CCC2)[C@H](CO)O1)c1cnccn1
26: C[C@@H]1CN([C@@H](C)CO)C(=O)Cc2cc(NS(=O)(=O)c3ccccc3)ccc2O[C@H]1CN(C)S(=O)(=O)c1cn(C)cn1
27: C[C@@H]1CN([C@H](C)CO)C(=O)c2cc(NS(=O)(=O)c3ccc(Cl)cc3)ccc2O[C@H]1CN(C)C(=O)Nc1cccc2ccccc12
28: C[C@@H]1CCCCO[C@H](CN(C)S(C)(=O)=O)[C@@H](C)CN([C@H](C)CO)C(=O)c2cc(NC(=O)CCCN(C)C)ccc2O1
29: C[C@@H]1CCCCO[C@H](CN(C)C(=O)c2ccccc2)[C@@H](C)CN([C@@H](C)CO)C(=O)c2cc(NS(=O)(=O)c3ccccc3)ccc2O1
30: CC(C)NC(=O)N(C)C[C@@H]1Oc2c(NC(=O)C3CCCCC3)cccc2C(=O)N([C@@H](C)CO)C[C@H]1C
assay / compound,25,26,27,28,29,30
C diff growth,·,-5,-2,-3,·,-1
Pf Dd2 inh,6,20,-21,28,-56,7
Tcruzi prolif,43,5,-10,-6,-31,0
GASC1 inh,1.7,-1.4,0.6,-0.4,0.1,-0.8

31: C[C@H]1CN([C@@H](C)CO)S(=O)(=O)c2ccc(C#CCC3CCCC3)cc2O[C@H]1CN(C)C(=O)c1ccccn1
32: CCc1csc(N2[C@H](C#N)[C@H](c3ccccc3C3=CCCC3)[C@H]2CO)n1
33: CCC(=O)Nc1ccc2c(c1)C(=O)N(C)C[C@@H](OC)[C@H](C)CN(C(=O)c1ccccn1)[C@H](C)CO2
34: COc1ccc(NC(=O)N(C)C[C@@H]2Oc3ccc(NC(=O)C4CC4)cc3CC(=O)N([C@@H](C)CO)C[C@H]2C)cc1
35: C[C@H]1CCCCO[C@H](CN(C)C(=O)Nc2ccc(F)cc2)[C@@H](C)CN([C@@H](C)CO)C(=O)c2cc(NS(=O)(=O)c3cn(C)cn3)ccc2O1
36: COc1ccc(CN(C)C[C@@H]2Oc3ccc(NC(=O)Nc4ccccc4)cc3CC(=O)N([C@@H](C)CO)C[C@H]2C)cc1
assay / compound,31,32,33,34,35,36
C diff growth,4,15,·,0,-2,4
Pf Dd2 inh,-48,17,30,-2,7,-29
Tcruzi prolif,93,·,-28,6,7,84
GASC1 inh,-0.4,-2.7,-1.5,-1.7,-0.9,-0.5

Entries shown so far with a CF3 group, in the order listed:
21: C[C@H]1CN([C@@H](C)CO)C(=O)c2cccc(NC(=O)Nc3ccc(C(F)(F)F)cc3)c2O[C@@H]1CN(C)Cc1ccc(-c2ccccc2)cc1
24: C[C@H](CO)N1C[C@H](C)[C@@H](CN(C)C(=O)Cc2ccccc2)OCCCC[C@H](C)Oc2ccc(NC(=O)CCC(F)(F)F)cc2C1=O
assay / compound,21,24
C diff growth,12,0
Pf Dd2 inh,-20,-5
Tcruzi prolif,86,22
GASC1 inh,-0.2,1.1

Next entries follow:
37: O=C(C[C@H]1C[C@@H]2c3cc(NC(=O)Nc4ccccc4)ccc3O[C@@H]2[C@@H](CO)O1)NCc1cccnc1
38: C[C@H](CO)N1C[C@H](C)[C@@H](CN(C)S(=O)(=O)c2cccs2)Oc2c(NC(=O)Nc3ccc(F)cc3)cccc2C1=O
39: O=C(C[C@H]1C[C@H]2c3cc(NC(=O)c4cccnc4)ccc3O[C@H]2[C@@H](CO)O1)NCCN1CCCCC1
40: C[C@@H]1CCCCO[C@H](CN(C)Cc2ccccc2)[C@H](C)CN([C@@H](C)CO)C(=O)c2cc(NC(=O)Nc3ccc(F)cc3)ccc2O1
41: COc1ccc(S(=O)(=O)N(C)C[C@H]2OCCCC[C@@H](C)Oc3ccc(NS(C)(=O)=O)cc3C(=O)N([C@H](C)CO)C[C@@H]2C)cc1
42: CN(C)CCCNC(=O)C[C@@H]1C=C[C@@H](NC(=O)Cc2cccnc2)[C@@H](CO)O1
assay / compound,37,38,39,40,41,42
C diff growth,1,2,·,8,0,0
Pf Dd2 inh,-5,15,22,-84*,0,-21
Tcruzi prolif,9,8,-97,76,-131,·
GASC1 inh,0.5,-0.8,-3.9,-1.1,0.0,7.1

Next part, overlapping the part above by 4 compounds.
39: O=C(C[C@H]1C[C@H]2c3cc(NC(=O)c4cccnc4)ccc3O[C@H]2[C@@H](CO)O1)NCCN1CCCCC1
40: C[C@@H]1CCCCO[C@H](CN(C)Cc2ccccc2)[C@H](C)CN([C@@H](C)CO)C(=O)c2cc(NC(=O)Nc3ccc(F)cc3)ccc2O1
41: COc1ccc(S(=O)(=O)N(C)C[C@H]2OCCCC[C@@H](C)Oc3ccc(NS(C)(=O)=O)cc3C(=O)N([C@H](C)CO)C[C@@H]2C)cc1
42: CN(C)CCCNC(=O)C[C@@H]1C=C[C@@H](NC(=O)Cc2cccnc2)[C@@H](CO)O1
43: C[C@H](CO)N1C[C@H](C)[C@@H](CN(C)Cc2ccc(-c3ccccc3)cc2)Oc2c(NS(C)(=O)=O)cccc2C1=O
44: C[C@H]1CCCCO[C@@H](CN(C)C(=O)Nc2ccc(C(F)(F)F)cc2)[C@@H](C)CN([C@@H](C)CO)C(=O)c2cc(NS(C)(=O)=O)ccc2O1
45: CNC[C@@H]1OCCCC[C@@H](C)Oc2ccc(NS(=O)(=O)c3ccc(C)cc3)cc2C(=O)N([C@H](C)CO)C[C@@H]1C
46: COc1ccccc1-c1ccc(C2[C@@H]3CN(Cc4nccs4)C[C@H]2N3)cc1 (stereo partly specified)
47: C[C@@H]1CN([C@@H](C)CO)C(=O)c2cc(NS(=O)(=O)c3ccc(F)cc3)ccc2O[C@H]1CN(C)C(=O)Nc1ccccc1
48: CCCC(=O)N1CC2(C1)CN(S(C)(=O)=O)[C@@H](CO)c1c2c2ccc(OC)cc2n1C
assay / compound,39,40,41,42,43,44,45,46,47,48
C diff growth,·,8,0,0,-2,2,3,15,-9,0
Pf Dd2 inh,22,-84*,0,-21,1,-41,2,-53,13,25
Tcruzi prolif,-97,76,-131,·,20,109*,-5,·,4,·
GASC1 inh,-3.9,-1.1,0.0,7.1,·,0.7,-0.8,6.2,1.2,-0.6

Entries of single compounds as entered above. Order of screens: C diff growth | Pf Dd2 inh | Tcruzi prolif | GASC1 inh
CCCC(=O)N1CC2(C1)CN(S(C)(=O)=O)[C@@H](CO)c1c2c2ccc(OC)cc2n1C reads 0 | 25 | · | -0.6
CNC[C@@H]1OCCCC[C@@H](C)Oc2ccc(NS(=O)(=O)c3ccc(C)cc3)cc2C(=O)N([C@H](C)CO)C[C@@H]1C reads 3 | 2 | -5 | -0.8
C[C@H](CO)N1C[C@H](C)[C@@H](CN(C)Cc2ccc(-c3ccccc3)cc2)Oc2c(NS(C)(=O)=O)cccc2C1=O reads -2 | 1 | 20 | ·
C[C@@H]1CN([C@@H](C)CO)C(=O)c2cc(NS(=O)(=O)c3ccc(F)cc3)ccc2O[C@H]1CN(C)C(=O)Nc1ccccc1 reads -9 | 13 | 4 | 1.2

Later entries:
49: C[C@@H](O)C#Cc1ccc([C@H]2[C@@H](CO)N3CCCCN(S(=O)(=O)Cc4ccccc4)C[C@H]23)cc1
50: COC(=O)[C@@H]1[C@@H](CO)[C@@H]2Cn3c(ccc(C4=CCCC4)c3=O)[C@@H]2N1Cc1ccccn1
51: Cc1ccccc1S(=O)(=O)N1CC[C@@H]2[C@H]1c1cc(-c3ccc(F)cc3)ccc1N(C)[C@H]2CO
52: C[C@H]1CN([C@@H](C)CO)C(=O)c2cc(-c3ccccc3)cnc2O[C@@H]1CN(C)C
assay / compound,49,50,51,52
C diff growth,3,-3,51,6
Pf Dd2 inh,-16,1,20,20
Tcruzi prolif,45,83,92,47
GASC1 inh,-0.7,22,-0.7,0.6
